Screens deposited in PubChem by several laboratories.
SRC2 TRFRET art: flags TR-FRET format artefacts in PPARgamma SRC-2 recruitment agonist screen; TR-FRET artefact counter-screen; active compounds read high; TR-FRET ratio at 8 µM; 200,000 tested, 0.4% active; AID 1049; in the data active = TR-FRET ratio above about 2000; also: inactives centre near 1500; reference of the scale not given here
bIAP activator: increases bovine intestinal alkaline phosphatase activity; purified bovine IAP, CDP-star luminescence, 30 min; active compounds read high; fold of DMSO-control signal, blank-subtracted; activation factor at 20 µM; 200,000 tested, 0.17% active;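 active = activation factor of 2 or more at 20 µM, a signal rise over negative controls twice the positive control's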
Redox H2O2 prof: compounds producing H2O2 with reducing agent – biochemical, NIH compound library profiling, artefact control for MLSCN library redox annotation, primary screen. AID 878. activation, % at 10 µM. DTT-dependent redox cycling H2O2, phenol red/HRP absorbance; 100% = 100 µM peroxide control, 0% = buffer. 200,000 tested, 0.03% active;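 active = activation of at least 50% relative to the plate's high and low controls in the primary single-dose screen; inactive = activation below 50%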;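 also: compound incubated with DTT at 0.8 mM final as the reducing agent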
PPARg SRC-1 ag: agonists of human PPARgamma SRC-1 coactivator recruitment | 200,000 tested, 0.41% active | PPARgamma-SRC-1 coactivator recruitment biochemical assay | activation, % at 8 µM | AID 631; in the data active = activation above about 19%;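 also: 0% = DMSO and 100% = reference agonist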
TLR4-MyD88 BLA: blocks binding of human TLR4 to MyD88; AID 861; inhibition, % at 8.4 µM; O00206+Q99836; HeLa CL3-4 TLR4/MyD88 BLA complementation, FRET ratio; 200,000 tested, 0.18% active; in the data active = inhibition above about 25%;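 also: 0% = vehicle and 100% = reference inhibitor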
Target sequence (O00206 whole entry, looked up): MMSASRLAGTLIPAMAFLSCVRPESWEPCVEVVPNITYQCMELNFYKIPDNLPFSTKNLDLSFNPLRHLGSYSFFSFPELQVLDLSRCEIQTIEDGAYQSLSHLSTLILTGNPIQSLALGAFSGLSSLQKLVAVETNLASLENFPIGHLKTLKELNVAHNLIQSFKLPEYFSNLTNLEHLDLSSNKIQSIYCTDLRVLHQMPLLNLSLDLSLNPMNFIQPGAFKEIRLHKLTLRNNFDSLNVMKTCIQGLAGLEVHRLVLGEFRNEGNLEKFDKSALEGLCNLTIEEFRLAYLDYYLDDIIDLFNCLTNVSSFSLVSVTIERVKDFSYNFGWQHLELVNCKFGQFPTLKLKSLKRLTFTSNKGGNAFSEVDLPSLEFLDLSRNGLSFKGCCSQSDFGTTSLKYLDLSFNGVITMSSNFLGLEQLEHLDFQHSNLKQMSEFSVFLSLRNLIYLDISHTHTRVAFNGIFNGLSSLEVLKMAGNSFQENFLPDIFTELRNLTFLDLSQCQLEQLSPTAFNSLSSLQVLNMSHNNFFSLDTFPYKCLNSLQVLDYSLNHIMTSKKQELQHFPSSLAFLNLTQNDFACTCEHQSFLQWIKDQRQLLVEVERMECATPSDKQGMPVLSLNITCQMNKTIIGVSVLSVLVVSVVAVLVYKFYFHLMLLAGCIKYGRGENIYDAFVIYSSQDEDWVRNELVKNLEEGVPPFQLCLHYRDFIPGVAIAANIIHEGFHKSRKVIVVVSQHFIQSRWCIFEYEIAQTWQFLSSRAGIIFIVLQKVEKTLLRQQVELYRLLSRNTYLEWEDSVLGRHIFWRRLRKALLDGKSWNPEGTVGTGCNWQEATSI
Target sequence (Q99836 whole entry, looked up): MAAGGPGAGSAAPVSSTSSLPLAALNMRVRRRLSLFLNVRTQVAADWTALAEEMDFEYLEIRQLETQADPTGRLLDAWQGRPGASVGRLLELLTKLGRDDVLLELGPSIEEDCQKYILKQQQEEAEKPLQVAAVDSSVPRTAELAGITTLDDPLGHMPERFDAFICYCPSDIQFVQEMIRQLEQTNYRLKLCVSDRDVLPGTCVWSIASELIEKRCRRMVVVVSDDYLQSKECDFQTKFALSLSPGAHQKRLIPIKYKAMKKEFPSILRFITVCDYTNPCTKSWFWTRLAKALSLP
PPARg SRC-2 ag: PPARgamma-driven SRC-2 recruitment agonism. P37231. PPARgamma LBD-SRC-2 recruitment, biochemical. activation, % at 8 µM. 200,000 tested, 0.34% active. AID 1032; in the data active = activation above about 22%;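 also: 0% = vehicle and 100% = reference agonist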
bIAP inhibitor: blocks bovine intestinal alkaline phosphatase activity | inhibition, % at 20 µM | AID 1019 | 190,000 tested, under 10 active | purified bovine IAP, CDP-star luminescence, 30 min;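 active = over 50% inhibition of intestinal alkaline phosphatase at 20 µM in the single-dose screen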
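Assay system – bovine IAP enzyme · Quantity – bovine IAP at 1/65,000,000 final dilution · Detection – CDP-star luminescence signal · Times – 30 min reaction at room temperature · Also added – CDP-star substrate at 30 µM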
S1P3 antag: blocks the human S1P3 receptor | CHO S1P3 NFAT-BLA reporter, FRET fluorescence, antagonist mode | inhibition, % at 4.98 µM | 170,000 tested, 0.27% active;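 active = inhibition above the plate cutoff, the mean inhibition of test wells on that plate plus 3 SD, cut at about 28% in these data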;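 also: cells challenged with S1P at its EC80 of 0.8 µM; blue over green emission ratio from cleaved BLA substrate after 4 h stimulation; 0% = S1P-stimulated wells and 100% = unstimulated DMSO-only wells; some compounds past the cut are filed as inactive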
Lmaj promast: Leishmania major promastigote growth inhibition; Leishmania major promastigotes, resazurin fluorescence viability; inhibition, % at 10 µM; 200,000 tested, 9% active; in the data active = inhibition above about 50%;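 also: promastigotes grown with compound for 44 hours at 28 °C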
ROMK primary: modulates human ROMK potassium channel activity; P48048; Tet-inducible ROMK, thallium flux fluorescence; actives lie on both sides; B-score at 10 µM; 130,000 tested, 2% active; AID 1918;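 active = signal ratio slope over the read window, or its plate-corrected B-score, at least 3 SD from the plate mean, either direction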;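 also: B-score of the F/F0 ratio slope over 7 to 12 s after thallium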
PPARg SRC-3 ag: agonists of human PPARgamma SRC-3 coactivator recruitment; biochemical PPARgamma/SRC-3 coactivator recruitment assay; 200,000 tested, 0.26% active; P37231; activation, % at 8 µM; AID 731; in the data active = activation above about 23%;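 also: 0% = DMSO and 100% = reference agonist; some compounds past the cut are filed as inactive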
* = called active by the depositor; . = no result given.

SMILES	SRC2 TRFRET art	bIAP activator	Redox H2O2 prof	PPARg SRC-1 ag	TLR4-MyD88 BLA	PPARg SRC-2 ag	bIAP inhibitor	S1P3 antag	Lmaj promast	ROMK primary	PPARg SRC-3 ag
CCC(C)(C)n1nnnc1C(c1cc2ccc(OC)cc2[nH]c1=O)N1CCc2ccccc2C1 (stereo not given)	1816	1	1.3	11	5	12	1	-10	100*	.	8
CCOCCCNC(=O)C(NC(=O)c1ccc(NC(C)=O)cc1)c1ccc(OC)cc1 (stereo not given)	1730	0.8	-0.8	7	-10	8	24	-14	-5	0.35	2
O=C(NCc1ccco1)C1(S(=O)(=O)c2ccc(Cl)cc2)CC1	1456	1	2.5	-3	1	-2	3	-17	8	.	-3
N#C/C(=C\c1ccc(N2CCOCC2)o1)C(=O)NCCc1ccccc1	1555	0.6	0.2	15	13	8	41	-8	0	.	-5
C#CCOc1ccc2c(C)cc(=O)oc2c1	1426	0.9	0.6	4	3	-5	8	1	-4	.	-4
Cc1cccc(CSc2nnnn2-c2ccccc2)c1	1726	0.4	-0.2	3	-3	0	.	.	0	-0.27	1
COc1ccccc1-n1cnnc1SCC(=O)c1c[nH]c2ccccc12	1777	1.1	0.1	4	2	3	-9	1	1	-0.43	0
COc1cc(NS(=O)(=O)c2ccc(NC(=S)NC(=O)c3sc4ccccc4c3Cl)cc2)ncn1	1458	1	0.7	3	1	2	-1	-9	-9	.	-5
C=CCN(CC=C)C(=S)Nc1cc(Cl)ccc1OC	1552	1	0.6	8	-20	3	4	6	0	0.45	1
CCOC(=O)c1cc2oc(C(c3nnnn3C3CCCCC3)N3CCOCC3)cc2[nH]1 (stereo not given)	1559	0.9	8.0	3	7	4	5	.	82*	0.44	13
CCOCCCNC(=S)NCCCNc1nc2ccc(C)cc2cc1C#N	1700	1	-0.3	10	-17	2	4	2	19	-0.095	7
Cc1cc(-c2nnc(CCC(=O)N(CC3CCC3)CC3CCCO3)o2)no1 (stereo not given)	1527	1	-0.5	3	-5	-1	5	-24	-2	-0.059	-2
CCn1c(=O)c2cc(S(=O)(=O)NC3CCCCC3)ccc2n(CC)c1=O	1538	1	1.9	3	-5	-4	4	-47	1	.	-2
COc1cc(C(=O)N/C(=C\c2cn(S(=O)(=O)N(C)C)c3ccccc23)C(=O)NCCCO)cc(OC)c1OC	1732	1.1	-1.4	10	-11	-1	-13	-37	1	0.12	4
Cn1c(CC(=O)Nc2ccccc2C(F)(F)F)c(Sc2ccccc2)c2ccccc21	1371	1	0.6	-3	7	5	-1	-1	0	.	-5
CS(=O)(=O)N(CC(=O)N/N=C/c1cccc2c1OCCO2)c1ccccc1Br	1391	1	2.0	-3	9	-3	-1	.	-2	.	-7
O=C(CN(CC1CCCO1)C(=O)Cn1nnc(-c2ccc(F)cc2)n1)NC1CCCCC1 (stereo not given)	1549	1	0.2	3	-14	4	0	13	-5	1	5
Cc1ccc(C(=O)N(CC(=O)Nc2ccc(Cl)c(Cl)c2)Cc2ccco2)cc1	1443	0.9	0.1	-2	-10	-4	12	7	46	-0.22	-1
O=C(Cn1cc2c(n1)CCCC2)NC1CCN(Cc2ccccc2)CC1	1516	1	-1.4	2	14	-6	-4	-27	72*	.	-7
CCCn1nnc(NC(=O)c2ccc(-c3cc(Cl)ccc3Cl)o2)n1	1360	1.3	-1.2	-3	1	6	-29	-7	0	0.0051	6
COc1ccc(Br)cc1S(=O)(=O)N1CCN=C1C	1561	0.9	-0.4	-4	5	9	11	18	-1	-0.64	-1
[N-]=[N+]=CC(=O)c1ccnc(C(=O)C=[N+]=[N-])c1	1570	0.9	0.2	10	-5	6	9	.	-2	0.61	3
CCOc1ccccc1NC(=O)c1cnc2n(c1=O)CCS2	1504	0.9	-0.3	12	19	-7	6	-41	4	0.89	14
CCOC(=O)c1c(NC(=O)Cn2nnc(-c3ccc(Cl)cc3)n2)sc(CC)c1C	1347	0.6	0.0	-4	12	4	37	.	-3	1.2	6
O=C1c2cccc3cccc(c23)C(=O)N1CCN1CCN(CC(O)COCc2ccc(Cl)cc2)CC1 (stereo not given)	1552	0.9	-0.4	7	6	12	10	-3	40	-0.51	4
Next structures:
SMILES	SRC2 TRFRET art	bIAP activator	Redox H2O2 prof	PPARg SRC-1 ag	TLR4-MyD88 BLA	PPARg SRC-2 ag	bIAP inhibitor	S1P3 antag	Lmaj promast	ROMK primary	PPARg SRC-3 ag
CCn1cc(C(=O)NCCCN2CCC(C)CC2)c2cc(OC)c(OC)cc2c1=O	1408	1.1	-0.7	-4	-11	-1	-14	-29	14	.	-2
N/C(=N\OC(=O)COc1ccccc1)c1ccc(Cl)cc1	1401	0.9	0.8	1	3	-1	13	-20	-1	.	-9
CCOC(=O)CSc1nnc2cc(C)c3ccccc3n12	1417	0.8	0.2	-1	8	5	25	.	-5	-0.17	3
Nc1nc(-c2cccnc2)nc(N2CCCCC2)n1	1625	1	2.9	0	-6	2	2	19	-6	-0.58	-2
COc1cc2c(cc1OC)CN(C(=O)CCCOc1ccc(Cl)cc1Cl)CC2	1520	1.1	0.1	1	3	7	-14	.	-5	-1.6	-3
O=C(CNc1cccc(Cl)c1)c1ccc(Cl)cc1	1470	0.9	-3.9	-5	-2	3	5	.	8	0.75	10
CCCS(=O)(=O)N1CCC(C(=O)NCCc2ccc(C)cc2)CC1	1474	0.9	-2.7	4	1	2	14	-4	-6	.	0
O=S(=O)(c1ccc(NC(=S)NCCc2ccccc2)cc1)N1CCOCC1	1711	1.1	-0.7	12	-5	7	-10	-1	69*	-1.5	5
CCN(CC)C(=O)C1CCCN(c2ccccc2[N+](=O)[O-])C1 (stereo not given)	1449	1	0.8	2	-20	-3	-5	-31	-4	0.088	1
Cc1nc2c3ccccc3n(Cc3ccccc3F)c2s1	1785	0.8	0.7	9	-20	7	16	-17	56*	-1.6	3
CCCCC1CCC(C(=O)Nc2ccccc2)CC1 (stereo not given)	1547	0.8	0.3	6	0	5	19	.	-8	-0.03	2
CCc1ccc(N2C(=O)c3sc4nnc(-c5ccccc5)c(=O)n4c3C2=O)cc1	1423	0.8	-0.9	2	12	-4	18	.	-4	.	10
O=C(O)C1CC=CCC1C(=O)NNc1ccccc1 (stereo not given)	1568	0.9	-1.1	4	-9	1	5	2	6	0.72	4
CC1CCN(S(=O)(=O)c2ccc(S(=O)(=O)NCC(=O)C(C)(C)C)cc2)CC1	1471	0.9	1.9	2	3	-5	11	-18	2	.	3
Cc1cc(NC(=O)CN2C(=O)CC(c3ccco3)Sc3ccccc32)no1 (stereo not given)	1729	1	-1.5	7	19	4	0	-39	-3	.	3
O=c1[nH]c2cc3c(cc2cc1CN(CCO)S(=O)(=O)c1ccccc1Cl)OCCO3	1544	1	-0.1	-1	3	11	3	.	-4	0.67	4
CCCn1c(=O)[nH]c(=O)c2c1nc(-c1cccs1)n2CCOC	1458	1	-0.3	-2	-1	-2	-4	-16	-2	-0.58	0
CCc1nnc(NC(=O)C2CC(=O)N(CCc3ccccc3)C2)s1 (stereo not given)	1554	1	-3.0	5	5	10	-1	-22	-3	-0.6	2
COc1cc(C=C(c2nc3ccccc3s2)c2nc3ccccc3s2)cc(OC)c1O	1358	1	0.1	-1	-2	-3	-1	-13	95*	-0.13	0
CCC(CC)=C(C#N)C(=O)NC1CCCCC1	1482	0.6	-0.1	-9	-2	2	43	-5	-5	0.26	2

Copied from the listing (13 entries):
SMILES	SRC2 TRFRET art	bIAP activator	Redox H2O2 prof	PPARg SRC-1 ag	TLR4-MyD88 BLA	PPARg SRC-2 ag	bIAP inhibitor	S1P3 antag	Lmaj promast	ROMK primary	PPARg SRC-3 ag
COc1cc2c(cc1OC)CN(C(=O)CCCOc1ccc(Cl)cc1Cl)CC2	1520	1.1	0.1	1	3	7	-14	.	-5	-1.6	-3
O=C(CNc1cccc(Cl)c1)c1ccc(Cl)cc1	1470	0.9	-3.9	-5	-2	3	5	.	8	0.75	10
CCCS(=O)(=O)N1CCC(C(=O)NCCc2ccc(C)cc2)CC1	1474	0.9	-2.7	4	1	2	14	-4	-6	.	0
O=S(=O)(c1ccc(NC(=S)NCCc2ccccc2)cc1)N1CCOCC1	1711	1.1	-0.7	12	-5	7	-10	-1	69*	-1.5	5
CCN(CC)C(=O)C1CCCN(c2ccccc2[N+](=O)[O-])C1 (stereo not given)	1449	1	0.8	2	-20	-3	-5	-31	-4	0.088	1
Cc1nc2c3ccccc3n(Cc3ccccc3F)c2s1	1785	0.8	0.7	9	-20	7	16	-17	56*	-1.6	3
CCCCC1CCC(C(=O)Nc2ccccc2)CC1 (stereo not given)	1547	0.8	0.3	6	0	5	19	.	-8	-0.03	2
CCc1ccc(N2C(=O)c3sc4nnc(-c5ccccc5)c(=O)n4c3C2=O)cc1	1423	0.8	-0.9	2	12	-4	18	.	-4	.	10
O=C(O)C1CC=CCC1C(=O)NNc1ccccc1 (stereo not given)	1568	0.9	-1.1	4	-9	1	5	2	6	0.72	4
CC1CCN(S(=O)(=O)c2ccc(S(=O)(=O)NCC(=O)C(C)(C)C)cc2)CC1	1471	0.9	1.9	2	3	-5	11	-18	2	.	3
Cc1cc(NC(=O)CN2C(=O)CC(c3ccco3)Sc3ccccc32)no1 (stereo not given)	1729	1	-1.5	7	19	4	0	-39	-3	.	3
O=c1[nH]c2cc3c(cc2cc1CN(CCO)S(=O)(=O)c1ccccc1Cl)OCCO3	1544	1	-0.1	-1	3	11	3	.	-4	0.67	4
CCCn1c(=O)[nH]c(=O)c2c1nc(-c1cccs1)n2CCOC	1458	1	-0.3	-2	-1	-2	-4	-16	-2	-0.58	0
